Assay outcomes from PubChem BioAssay.
CRFR2-BP ag: agonists of CRF-BP/CRF-R2 complex, primary screen, cell-based, HEK293, calcium dye fluorescence, uHTS; AID 588473, 2011; calcium dye fluorescence (FLIPR); percent of saturating CRF peptide response; 0.46% of 350,000 active; activation, % at 13.2 µM;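 active = activation of at least 50%, plus an integration ratio under a set limit after plate pattern correction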;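 also: plate controls were neutral control wells without compound for no effect and CRF at EC100 for full effect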
PHOSPHO1 block: PubChem AID 1565; Phosphoethanolamine/phosphocholine phosphatase (Homo sapiens), Q8TCT1; recombinant PHOSPHO1, absorbance phosphatase assay; inhibition, % at 13.3 µM; 1.1% of 290,000 active; in the data active = inhibition above about 60%
CHRM4 PAM: human M4 muscarinic receptor positive allosteric modulators, primary screen, CHO-K1 cells, Fluo-8 calcium fluorescence; Muscarinic acetylcholine receptor M4 (Homo sapiens), P08173; CHO-K1 hM4/Gqi5, ACh EC20; 0% = ACh EC20, 100% = maximal ACh; activation, % at 3 µM; 0.4% of 360,000 active; AID 624126, 2012;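 active = activation above its plate's cutoff, the mean activation of sample wells plus 3 SD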; also: some results filed as inactive read as strong as hits
CRFBP-R2 block: antagonists of CRF-BP/CRF-R2 complex, primary screen, cell-based, HEK293, calcium dye fluorescence, uHTS; CRF-induced calcium fluorescence; 0.59% of 350,000 active; inhibition, % at 11.8 µM;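 active = inhibition of the ligand-induced calcium signal above about 50% at the single tested concentration, limit read from the data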
IDE act: human IDE activators in live cells, primary screen, fluorescence polarization, HEK cells, FAbeta-B substrate; activation, % at 5.96 µM; 0.073% of 340,000 active; AID 493087, 2011; FAbeta-B cleavage; 0% vehicle, 100% cell-free pure enzyme wells;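 active = activation above the mean of all tested compounds plus 3 SD, set per screening campaign, cut at about 17% in these data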
MEKK3 PB1 HTS: modulators of MEKK3-MEK5 PB1 binding, primary screen, biochemical, wildtype MEKK3, multiplex bead flow cytometry, Alexa488-MEK5. Mitogen-activated protein kinase kinase kinase 3 (Homo sapiens), Q99759. bead-based flow cytometry, Alexa488-MEK5 binding to MEKK3; actives lie on both sides; 0 = blocked by unlabeled MEK5, 100 = vehicle. 1.4% of 290,000 active. binding response (% of control), % at 10 µM;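 active = binding response more than 3 SD above or below the average of its plate-row segment, actives on both sides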;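 also: Alexa488 bead fluorescence after subtracting the streptavidin-only scavenger bead signal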
GalR3 antag: GalR3 antagonists in HEK293 cells, primary screen, cell-based, fluorescence readout. 0.44% of 360,000 active. HEK293 GalR3-CNG cAMP membrane potential fluorescence; galR3 body fused to GalR1 C-terminus. inhibition, % at 3 µM. Galanin receptor type 3 (Homo sapiens), O60755;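 active = inhibition above the screen-wide average plus 3 SD, cut at about 13% in these data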;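 also: forskolin and galanin both at EC90 stimulate the cells; cAMP rise reported by CNG channel membrane potential dye signal; 0% = forskolin plus galanin with DMSO and 100% = forskolin alone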
p-CIP stab down: p/CIP-EGFP fusion destabilizers, primary screen, fluorescence, F442A cells. Q05BA5. 16 h. decrease of EGFP signal, % at 10 µM. 0.01% of 290,000 active. AID 1984, 2009;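 active = EGFP signal decrease of at least 30% at 10 µM or well 3 SD below plate mean, unless failing retest; inactive = the rest, including hits failing retest or dose response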; also: some compounds called inactive have numbers as strong as hits; many of its hits are not listed in these tables
IDE inh: human IDE inhibitors in live cells, primary screen, fluorescence polarization, HEK cells, FAbetaB substrate; FAbetaB cleavage; inhibition, % at 5.59 µM; Insulin-degrading enzyme (Homo sapiens), P14735; 0.41% of 320,000 active;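 active = percent inhibition above the average of all tested compounds plus 3 SD, set per screening campaign, cut at about 16% in these data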;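 also: IDE supplied by intact live HEK cells; FP after avidin binding of uncleaved biotin substrate so inhibition keeps polarization high; 0% = DMSO wells and 100% = 60 µM reference IDE inhibitor Ii1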
* marks the source's active call; other numbers are inactive results; · = not tested or not shown; & = joins results of further samples.

SMILES	CRFR2-BP ag	PHOSPHO1 block	CHRM4 PAM	CRFBP-R2 block	IDE act	MEKK3 PB1 HTS	GalR3 antag	p-CIP stab down	IDE inh
CSc1ccc(C2=C/C(=C3/SC(=S)NC3=O)c3ccccc3O2)cc1	-0.4	·	14.7	-5.6	6.1	·	0.8	·	·
CC(=O)c1ccc(OCCCC(=O)NNC(=O)c2ccccn2)cc1	-1.4	·	11.6	8.9	-0.8	·	-4.8	·	-0.2
COC(=O)c1cc(NC(=O)C2CC(=O)NC(=NCc3ccc(OC)cc3)S2)cc(C(=O)OC)c1 (stereo unspecified)	-1.1	32.2	7.5	4.0	7.9	95.0	-2.3	-2.7	2.4
Cc1ccc(S(=O)(=O)N2CCOC2CNC(=O)C(=O)NCc2ccco2)cc1 (stereo unspecified)	-0.8	-11.1	1.1	8.6	0.2	116.0	·	3.8	4.5
COc1ccc(CCNC(=O)CCNC(=O)c2ccco2)cc1OC	-1.5	13.0	4.1	-16.7	6.2	103.0	0.0	6.3	4.2
CC(=O)N1[C@H](C)C=C[C@]1(Cc1ccccc1)C(=O)O	-0.1	-13.5	9.7	-6.9	-3.1	95.0	-3.8	-11.7	4.2
COc1ccccc1CCC(=O)OCC(=O)NC1CCCCC1	-1.8	23.3	6.9	10.3	-1.4	102.0	-0.9	-10.5	-6.7
Cc1c2ccccc2nc2c(F)c(NCCO)c(F)c(F)c12	19.0	-54.6	9.5	-8.9	6.4	89.0	10.1	-4.1	-3.3
O=C(Oc1ccc(OC(=O)C2CCC2)cc1)C1CCC1	0.7	-8.6	9.5	18.3	-2.9	102.0	-1.6	-11.5	-2.7
COc1ccc(C(=O)NC(=O)N2CCCCC2)cc1	0.6	12.2	-1.4	6.1	5.1	107.0	-1.4	-7.3	-0.7
Cn1c(CCC(N)=O)nnc1SCC(=O)Nc1ccccc1C(=O)NC1CC1	0.6	·	0.1	-4.2	5.0	·	-3.1	·	4.7
Cc1nn(C(C)C)c(C)c1CN1CCCC(CCC(=O)NCc2ccccc2F)C1 (stereo unspecified)	1.0	23.9	-1.9	4.7	-5.1	102.0	-6.6	-2.5	1.0
O=C(COC(=O)Cc1ccc(-c2ccccc2)cc1)NCc1ccccc1	2.8	21.1	-4.7	4.4	-3.1	98.0	-7.7	-15.2	-2.1
CN(C)/C=N/N(C)c1ncccc1[N+](=O)[O-]	-1.9	22.5	-11.4	9.8	-5.7	93.0	3.9	-8.8	6.4
Cc1ccc(OCC(=O)Nc2ccc3c(c2)CCC3)c([N+](=O)[O-])n1	0.2	9.5	-1.9	-8.6	6.2	104.0	7.9	-10.0	6.5
N#CC(=Cc1ccnc2ccccc12)c1ccccc1	-0.5	·	-10.6	-2.2	·	·	-5.4	·	·
CCOC(=O)N1CCC(NC(=O)CSc2cc(=O)n(C)c3ccccc23)CC1	-0.6	8.7	11.1	0.5	-2.5	93.0	-0.6	5.2	2.1
O=C(NNc1c(Cl)cccc1Cl)c1ccno1	-1.7	36.4	3.7	8.6	5.1	93.0	-4.8	-7.9	-0.8
O=C1CC(N2CCC(c3nc4ccccc4s3)CC2)C(=O)N1Cc1ccccc1 (stereo unspecified)	-3.9	21.9	-16.9	-11.6	-3.2	105.0	-3.3	-2.0	-3.2
CN1CCN(S(=O)(=O)c2cccc(C(=O)NCCOc3ccccc3F)c2)CC1	-1.2	47.6	4.4	-7.1	-0.2	107.0	-2.9	-12.1	0.5
COc1ccc(C2CC(=O)Nc3cc(OC)c(OC)cc32)cc1Br (stereo unspecified)	0.9	18.9	-4.4	-20.9	0.3	103.0	-8.0	6.5	·
Cc1ccc(NC(=S)N2CCC(N(C)CC3CCCO3)CC2)cc1C (stereo unspecified)	1.2	-20.5	-10.2	-2.6	7.7	91.0	-1.4	-7.2	-0.7
COC(=O)c1ccc(NC(=O)c2snnc2-c2ccccc2)cc1	-0.6	61.0*	-3.5	5.3	0.1	93.0	-4.8	-10.1	8.1
OC(CNC1CCCC1)COc1ccc(-c2ccccc2)cc1 (stereo unspecified)	7.8	46.4	5.3	-5.8	5.3	108.0	-5.9	-5.1	3.7
Nc1nc2n(n1)C1(CCCCC1)C1=C(CCCC1)N2	·	-1.6	·	·	·	98.0	·	-5.2	10.8
C/C=C(\C)C(=O)NCCN1C2=NC[C@@H](C)N2C[C@H]1Cc1ccc(O)cc1	-0.2	30.4	29.5*	9.1	6.0	102.0	0.6	-0.2	-3.6
Cc1cccc(C(=O)N2CCN(c3ccc([N+](=O)[O-])c(N4CCOCC4)c3)CC2)c1	-0.6	8.0	2.6	17.6	0.7	95.0	-7.2	9.5	-0.5
COc1ccc(S(=O)(=O)Nc2ccc(N3CCOCC3)cc2)cc1[N+](=O)[O-]	-1.1	-0.9	-3.1	9.3	3.1	97.0	-1.0	-3.2	-0.8
Cn1c(=O)c2c(nc(N3CCCCCC3)n2Cc2cccc3ccccc23)n(C)c1=O	8.9	6.6	3.8	-77.7	1.7	·	2.0	-17.4	3.8
CCCCCCn1c(=O)n2n(c1=O)[C@@H]1CN(S(=O)(=O)c3ccc(C)cc3)C[C@]1(O)[C@@H](OC(=O)NC1CC1)C2	-0.1	·	0.1	-7.3	·	·	-6.5	·	·

Quoted at random: 5 records from the list.
SMILES	CRFR2-BP ag	PHOSPHO1 block	CHRM4 PAM	CRFBP-R2 block	IDE act	MEKK3 PB1 HTS	GalR3 antag	p-CIP stab down	IDE inh
Cc1ccc(NC(=S)N2CCC(N(C)CC3CCCO3)CC2)cc1C (stereo unspecified)	1.2	-20.5	-10.2	-2.6	7.7	91.0	-1.4	-7.2	-0.7
Cc1cccc(C(=O)N2CCN(c3ccc([N+](=O)[O-])c(N4CCOCC4)c3)CC2)c1	-0.6	8.0	2.6	17.6	0.7	95.0	-7.2	9.5	-0.5
Cn1c(=O)c2c(nc(N3CCCCCC3)n2Cc2cccc3ccccc23)n(C)c1=O	8.9	6.6	3.8	-77.7	1.7	·	2.0	-17.4	3.8
COC(=O)c1ccc(NC(=O)c2snnc2-c2ccccc2)cc1	-0.6	61.0*	-3.5	5.3	0.1	93.0	-4.8	-10.1	8.1
COc1ccc(C2CC(=O)Nc3cc(OC)c(OC)cc32)cc1Br (stereo unspecified)	0.9	18.9	-4.4	-20.9	0.3	103.0	-8.0	6.5	·

The main list resumes, starting 3 compounds before the break.
SMILES	CRFR2-BP ag	PHOSPHO1 block	CHRM4 PAM	CRFBP-R2 block	IDE act	MEKK3 PB1 HTS	GalR3 antag	p-CIP stab down	IDE inh
COc1ccc(S(=O)(=O)Nc2ccc(N3CCOCC3)cc2)cc1[N+](=O)[O-]	-1.1	-0.9	-3.1	9.3	3.1	97.0	-1.0	-3.2	-0.8
Cn1c(=O)c2c(nc(N3CCCCCC3)n2Cc2cccc3ccccc23)n(C)c1=O	8.9	6.6	3.8	-77.7	1.7	·	2.0	-17.4	3.8
CCCCCCn1c(=O)n2n(c1=O)[C@@H]1CN(S(=O)(=O)c3ccc(C)cc3)C[C@]1(O)[C@@H](OC(=O)NC1CC1)C2	-0.1	·	0.1	-7.3	·	·	-6.5	·	·
CCC(=O)OCCn1c(=O)c2ccccc2c2ccccc2c1=O	-0.4	26.5	3.3	-11.3	-0.8	97.0	-5.7	-1.3	2.6
CN(C)c1ccc(C=NC(CO)C(O)c2ccc([N+](=O)[O-])cc2)cc1 (stereo unspecified)	0.3	27.4	-9.2	-9.2	2.8	98.0	4.6	-8.9	2.5
COc1ccc(CNS(=O)(=O)NCc2ccc(OC)c(OC)c2)cc1	2.5	24.5	-5.7	4.2	3.2	97.0	-2.8	4.1	-4.2
Cc1cccc(NC(=O)c2cccc(S(=O)(=O)Nc3ccccc3C(=O)O)c2)c1	-1.4	8.5	0.6	6.2	2.4	104.0	-5.7	-10.1	7.5
Cc1ccc(/C=N/NC(=O)c2cc(-c3cccnc3)nc3ccccc23)cc1	-2.3	13.3	-2.9	-4.5	-4.0	107.0	-2.5	-12.7	-1.7
O=C(CCCCCN1C(=O)CCC1=O)Nc1ccc2c(c1)OCCO2	-1.2	-10.2	1.4	-3.0	0.8	99.0	-1.6	-2.4	-9.2
CCOC(=O)C1CCN(C(=O)COC(=O)c2ccc(Br)o2)CC1	3.9	20.9	-1.9	-35.1	-3.3	111.0	-0.8	-16.8	4.3
CC(=O)/C(N=Nc1ccc2c(c1)OCCO2)=C(\C)O	0.4	5.4	-0.8	11.0	2.3	103.0	-6.5	4.3	2.8
CC(=O)N1CCN(CC(c2ccccc2)c2ccccc2)CC1	1.8	13.8	1.8	2.8	1.9	101.0	-1.9	-7.5	11.9
CC1CCC(C(C)C)C(OC(=O)Cn2c(-c3ccc(Br)cc3)[n+](C)c3ccccc32)C1 (stereo unspecified)	3.7&-0.4	19.2&20.3	-13.1&-16.7	-26.7&-24.9	1.6&3.9	97.0&106.0	-2.4&-2.9	-0.9&-17.1	-2.2&7.8
Cc1ccc(NC(=O)Cc2ncon2)cc1Cl	1.1	3.8	-11.5	3.0	4.6	100.0	-1.2	-3.5	11.1
CN1CC(=O)N/C1=N\C(=O)Nc1ccc(O)cc1	-1.1	15.6	2.8	-1.0	6.6	96.0	-9.8	-6.2	4.5
COc1ccc(OC)c(S(=O)(=O)NCc2ccc(N3CCN(C)CC3)cc2)c1	-0.8	38.1	4.0	11.2	2.1	100.0	-1.6	5.7	-0.7
O=C(Cn1cc2c(n1)CCCCC2)NC1CCN(Cc2ccccc2)CC1	-0.9	-9.3	-1.3	12.0	3.4	105.0	0.9	-6.0	0.7
S=C(c1ccc[nH]1)N1CCOCC1	0.2	2.5	10.5	12.0	5.7	83.0	-2.1	-5.5	4.2
O=C(O)CC(NC(=O)CCC1CCCCC1)c1cc([N+](=O)[O-])ccc1Cl (stereo unspecified)	2.1	24.8	2.6	17.1	2.8	103.0	-6.7	2.1	2.7
CN1/C(=C\C(=S)NC(=O)c2ccc([N+](=O)[O-])cc2)C(C)(C)c2ccccc21	0.0	-7.1	13.2	5.2	-1.3	104.0	-6.3	-19.8	-0.2
CCOc1ccc(C(=O)NCC(=O)NCCCSc2ccccc2)cc1OCC	-1.2	51.4	-0.7	13.2	-0.8	103.0	-2.3	2.4	2.2
O=C1NC(c2cccc(Br)c2)=N/C1=C\c1ccco1	11.2	-44.1	4.4	-21.6	-5.1	123.0	-1.3	-14.1	-0.1
O=C(Nc1cccc(Cl)c1Cl)Nn1cnnc1	0.8	6.1	10.3	-3.6	1.2	101.0	-0.5	17.4	2.6
COc1ccccc1CNC(=O)/C=C/c1ccc(S(=O)(=O)NCc2ccco2)cc1	-1.4	14.4	-9.9	4.2	0.6	100.0	-9.5	-9.4	6.0
